Assay outcomes deposited in PubChem BioAssay by several laboratories.
WT yeast gro inh: growth inhibition of WT strain, primary screen, mitochondrial fusion inhibitor project, WT and mutant strains, chemical genetic. inhibition, % at 10 µM. mitochondrial fusion phenotypic screen. AID 1362, 2008. 190,000 compounds, 2.1% hits; in the data active means inhibition above about 58%; tested in S. cerevisiae
Yfh1-off respiration: enhancers of respiration in Yfh1-depleted yeast, dose response, Friedreich's ataxia, plus single-dose screen (AID 1465); S. cerevisiae Yfh1-off respiration, WST-1 reduction, 72 h; higher fold induction means a stronger effect; 220,000 compounds, 0.074% hits; fold induction at 50 µM, or EC50 in µM where a hit was titrated;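 active means fold induction of absorbance versus untreated yeast above a set limit, then at least 30% activation at any dose in follow-up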;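 further: activators that raise dye reduction in frataxin-depleted yeast; strong numbers were not always called active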
HIV peptide binding: inhibitors of HIV fusion peptide binding, primary screen, biochemical, uHTS, fluorescence dequenching (AID 1986) | 290,000 compounds, 0.3% hits | cell-free peptide binding, fluorescence dequenching, 30 min; higher % means a stronger effect | one-dose inhibition, % at 20 µM; IC50 in µM for titrated hits; in the data active means inhibition mostly above about 52%, no sharp cut-off; inactive means mostly below about 76%; further: some results filed as inactive read as strong as hits
AID2073: inhibitors of Mint1-CaV2.2 protein interaction, biochemical, HTRF (AID 2073); Voltage-dependent N-type calcium channel subunit alpha-1B (Homo sapiens); HTRF protein-protein interaction, Mint1-CaV2.2; higher % means a stronger effect; one-dose inhibition, % at 20 µM; IC50 in µM for titrated hits; 290,000 compounds, 0.19% hits; in the data active means inhibition mostly above about 51%, no sharp cut-off; further: some results filed as inactive read as strong as hits
Dynein cargo inh: inhibitors of GR-EGFP nuclear translocation, primary screen, dynein cargo transport inhibitor project, imaging, high-content, 3617.4 mouse cells | test concentration mostly 20 µM; stimulated with dexamethasone, 1 µM; stronger effect = lower value | z-score, hits read low | 220,000 compounds, 0.47% hits | AID 1381, 2008;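 active means plate z-score of nuclear minus cytoplasmic receptor signal below a set negative limit, without overly bright fluorescence or cell loss, cut at about -3.5 in these data, passing the limit was not always enough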;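 further: z-score of nuclear minus cytoplasmic ring GR-EGFP intensity difference per well; some compounds called inactive have numbers as strong as hits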
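Buffer or medium: tet-free, stripped-serum medium; Also added: dexamethasone, 1.0 µM final; Technique: high-content fluorescence imaging after fixation; Times: 48 h induction, 1 h compound, 30 min dex at 37 °C; Read-out: per-cell GR-EGFP intensity, nucleus versus surrounding cytoplasmic ring, well-averaged.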
bCat nuc transl: modulators of beta-catenin nuclear translocation, primary screen, imaging, HeLa cells, immunofluorescence, high-content; nuclear translocation activity, % at 5 µM; 190,000 compounds, 0.3% hits;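 active means nuclear translocation activity above 50% at 5 µM, with a well cell count of 50 or more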;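 further: per-cell ratio of nuclear to cytoplasmic median beta-catenin stain intensity; plate controls were DMSO negative control for no effect and GSK-3 inhibitor IX positive control for full effect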
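Assay system: human HeLa cells, native beta-catenin; doses: 5 µM primary, 0.02–20 µM confirmation; incubation: compound treatment 24 h, 37°C, 5% CO2; technique: fluorescence imaging of beta-catenin antibody stain plus DAPI; measure: % activation, nuclear-to-cytoplasmic median beta-catenin signal ratio per cell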
Insulin prom up: insulin promoter activators in MIN6 cells, imaging, high-content screening, mouse beta cells; MIN6 insulin promoter-GFP reporter; stronger effect = higher value; z-score at 5 µM; 190,000 compounds, 0.3% hits; AID 1625, 2009;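 active means z-score above 3 at 5 µM with at least 500 cells counted in the well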
MT stabilize HCS: microtubule stabilizers in HeLa cells, primary screen, imaging, high-content imaging | HeLa tubulin immunostaining HCS, 24 h; share of cells brighter than vehicle mean+2SD | % tubulin-high responders, % at 10 µM | 200,000 compounds, 0.83% hits | AID 2205, 2009;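 active means plate Z-score above 3 for both tubulin-high and condensed-nucleus cell shares, with cell loss under 80%, at 10 µM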;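 further: anti alpha tubulin signal scored within the nucleus-defined area of each cell; some results filed as inactive read as strong as hits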
Autophagy HCS: autophagy modulators in MEF cells, primary screen, imaging, high-content, MEF GFP-LC3. MEF GFP-LC3 puncta imaging; test concentration mostly 10 µM. calls only at 10 µM (by protocol). 190,000 compounds, 0.98% hits. AID 463193, 2010;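 active means percentage of spot-positive cells more than 3 SD above its plate mean, without a fluorescence outlier flag or 80% toxicity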;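 further: spot-positive cell cutoff set from DMSO-treated cells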
WT yeast gro inh mutant strain: recorded beside WT yeast gro inh, whose call it bears; inhibition, %; mitochondrial fusion phenotypic screen, mutant strain inhibition
Dynein cargo inh cytoplasmic EGFP: second read-out of Dynein cargo inh, no call of its own (marks repeat the call); z-score; measured here: cytoplasmic GR-EGFP intensity; stronger effect = higher value
Dynein cargo inh nuclear GR-EGFP: recorded beside Dynein cargo inh, whose call it bears; z-score; measured here: nuclear GR-EGFP intensity;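 lower value marks the stronger effect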
Dynein cargo inh cell count: second read-out of Dynein cargo inh, no call of its own (marks repeat the call); z-score; measured here: cell count per field
Insulin prom up cell count: also measured in Insulin prom up; calls as there; cell count; measured here: cytotoxicity, nuclei count;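 total cells summed across four imaged fields per well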
bCat nuc transl cell count 5 µM: also measured in bCat nuc transl; calls as there; cell count; measured here: cell count, cytotoxicity flag
MT stabilize HCS Hoechst-high %: also measured in MT stabilize HCS; calls as there; % Hoechst-high responders; measured here: nuclear condensation Hoechst responders;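 share of cells brighter than vehicle mean plus two SD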
MT stabilize HCS cytotoxicity %: also measured in MT stabilize HCS; calls as there; toxicity, %; measured here: cytotoxicity by cell density;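 0% = mean cell density of plate MIN control wells and 100% = no cells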
Autophagy HCS cell loss 18 h: also measured in Autophagy HCS; calls as there; toxicity, %; measured here: cell loss, nuclei count;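 cell loss after 18 h compound exposure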
* = called active by the depositor; i = inactive; nt = not tested or not shown.

SMILES	WT yeast gro inh	WT yeast gro inh mutant strain	Yfh1-off respiration	HIV peptide binding	AID2073	Dynein cargo inh	Dynein cargo inh cytoplasmic EGFP	Dynein cargo inh nuclear GR-EGFP	Dynein cargo inh cell count	bCat nuc transl	bCat nuc transl cell count 5 µM	Insulin prom up	Insulin prom up cell count	MT stabilize HCS	MT stabilize HCS Hoechst-high %	MT stabilize HCS cytotoxicity %	Autophagy HCS	Autophagy HCS cell loss 18 h
COc1cccc(CNC(=O)CCC2CCCN(C(=O)c3ccc(C)nc3)C2)c1 (stereo not drawn)	-5	-5	i	5.9%	6%	-0.87	-0.34	-0.23	1.1	-1.2	997	1.1	1475	5.4	0.6	11	i	-20
CC(=O)c1ccc(OCC(=O)NCC2(N3CCCCC3)CCCCC2)cc1	nt	nt	i	0.0%	17%	-1.3	-0.27	-0.46	1.1	-4.2	1212	-0.13	1385	nt	nt	nt	nt	nt
CC1(C)CC(NC(=O)CC(c2ccccc2)c2ccccc2)CC(C)(C)N1	-1	-17	i	-2.6%	-7%	-1.1	-0.15	-0.36	0.26	-2.8	1017	1.4	935	3.0	1.9	2.2	i	1
Cc1ccc(C(=O)/C=C/c2ccc(-c3ccccc3[N+](=O)[O-])o2)cc1	4	-30	i	35%	-6%	-0.72	0.88	0.28	-0.49	-0.1	1080	0.12	1951	2.3	1.7	4.2	i	-22
O=C(COc1ccc(F)cc1)N(CC1=CCS(=O)(=O)C1)c1ccccc1	-16	9	i	-0.8%	-1%	0.61	-0.26	0.46	0.83	-1.9	1114	-0.53	1246	3.2	1.3	5.8	i	4
O=C(c1ccccc1)c1c[nH]c(C(=O)C(Cl)(Cl)Cl)c1	3	7	i	0.1%	-1%	0.24	-0.25	0.75	-0.84	2.2	956	-0.08	1462	2.8	2.7	9.3	i	-1
CCOc1ccccc1N(CC(=O)Nc1ccc(S(=O)(=O)N2CCOCC2)cc1)S(=O)(=O)c1ccccc1	-35	0	i	0.0%	8%	-0.29	-0.23	-0.054	0.39	-4.3	1382	1.1	1471	5.6	2.1	4.4	i	0
CCCCNC(=O)COC(=O)c1ccc(NC(C)=O)cc1	-1	-4	i	-1.0%	-6%	-0.76	-0.2	-1	0.94	0.7	1066	-0.35	1472	1.3	2.0	4.7	i	-7
COc1ccc(Nc2ncnc3c2cnn3Cc2ccccc2)cc1	-1	-14	i	-1.4%	0%	-0.62	-0.33	-0.49	0.49	-2.2	698	-0.68	987	3.3	4.3	6.5	i	-6
C=CCn1c(SCc2cc(C(C)=O)ccc2OCC)nc2ccccc2c1=O	-14	-17	i	1.9%	-2%	-0.41	-0.19	-0.51	0.37	98*	123*	1.1	915	18*	47*	51*	i	26
CCN(C(=O)COC(=O)c1ccccc1SCC(=O)NC1CCCCCCC1)C1CCS(=O)(=O)C1 (stereo not drawn)	-15	-8	i	-0.8%	-9%	-0.53	-0.26	-0.58	0.044	0.9	978	0.29	1311	2.6	3.7	4.6	i	-7
CCCn1c(=O)c2ccccc2n2c(SCC(=O)c3cc(C)n(CC4CCCO4)c3C)nnc12 (stereo not drawn)	nt	nt	nt	-1.8%	-4%	nt	nt	nt	nt	-3.4	916	-0.31	1079	nt	nt	nt	nt	nt
Cc1cnc(NC(=O)Cc2c[nH]c3ccccc23)s1	-5	-1	i	-3.6%	10%	-0.54	-0.18	-0.064	0.99	-1.1	1374	0.33	1173	4.4	1.5	1.0	i	-4
COc1ccc(CCNC(=O)CSc2ccccn2)cc1	2	10	i	-0.7%	-1%	-0.45	0.37	-0.059	-0.05	-1.3	872	-0.09	1472	2.3	1.5	6.7	i	13
COc1ccc(CNC(=O)C2CCCN(S(=O)(=O)c3c(C)n[nH]c3C)C2)cc1 (stereo not drawn)	-10	-18	i	-0.3%	-1%	0.82	-0.29	0.38	-0.091	-2.4	1226	-0.02	862	1.6	1.4	4.2	i	-5
CCOC(=O)c1sc(=NC(=O)COc2ccccc2)n(C)c1C	11	-16	i	1.0%	28%	-0.12	-0.22	-0.3	0.52	-6.4	1149	-0.45	1608	2.1	1.7	4.6	i	12
Cc1c(Cl)cccc1NC(=O)NCc1ccc(F)cc1	-3	7	i	-1.0%	2%	-0.52	-0.28	-0.24	0.66	0.0	1504	-0.02	1386	4.3	1.6	4.7	i	-6
CN(C(=O)CSc1nc2ccccc2s1)c1c(N)n(Cc2ccccc2)c(=O)[nH]c1=O	-6	7	i	-1.6%	-2%	0.009	-0.14	0.069	-0.036	-1.8	1109	-0.72	1410	1.7	1.7	7.1	i	-16
COc1cc(/C=C2/N=C(c3ccccc3F)OC2=O)cc(Cl)c1OS(C)(=O)=O	-4	6	i	5.1%	5%	-1.9	0.24	-0.83	-0.63	1.1	1268	-0.39	1566	1.6	0.9	3.5	i	-10
CCOC(=O)c1sc2nc(C)nc(Nc3ccccc3)c2c1C	-13	-3	i	3.3%	14%	0.16	-0.33	-0.016	0.51	0.2	1053	-0.84	1138	2.1	2.2	8.8	i	1
CN(c1ccccc1)S(=O)(=O)c1ccc(C(=O)NCC2CCCO2)cc1 (stereo not drawn)	1	23	i	-3.5%	8%	-0.41	-0.25	-0.23	0.24	-3.3	1095	0.9	766	2.5	1.7	6.4	i	3
Cc1ccc(-c2csc3ncnc(N4CCc5ccccc5C4)c23)cc1	66*	-8.9*	i	2.1%	2%	0.17	-0.24	-0.09	-0.21	-1.6	1100	-0.47	1366	6.3	2.0	7.1	i	10
COc1cccc(N2CCN(CC(=O)NCc3cccs3)CC2)c1	-1	-17	i	12%	0%	0.2	0.65	0.32	-0.099	1.5	1075	-0.63	1826	3.2	2.3	4.5	i	0
CCS(=O)(=O)Nc1ccc(C(=O)CC2(O)C(=O)Nc3ccc(Br)cc32)cc1 (stereo not drawn)	8	18	i	5.4%	-3%	0.06	-0.39	0.36	-0.025	-3.0	931	0.82	1429	2.8	2.1	3.6	i	19
COc1ccccc1Nc1nc2cc(C)ccc2cc1C#N	-11	-2	i	-1.1%	48%	-0.22	-0.27	0.13	-0.0029	-0.1	978	-0.4	1425	2.3	2.5	2.0	i	46
COc1ccc(N2CCN(C(CNC(=O)C(=O)NCc3cccnc3)c3ccco3)CC2)cc1 (stereo not drawn)	8	2	i	2.8%	6%	-0.38	-0.28	0.48	-0.58	-1.1	978	-0.16	1283	5.7	3.4	6.6	i	8
O=C(O)c1ccccc1C(=O)N1CCN(C(=O)c2ccccc2Cl)CC1	-11	-4	i	-1.4%	-10%	-0.15	-0.25	-0.26	0.14	0.2	1132	1.7	1095	1.7	1.9	9.3	i	37
CCc1c(O)c(/C(C)=N\O)c(=O)n(-c2ccccc2)c1-c1ccccc1	-20	3	i	1.9%	-5%	0.66	-0.16	0.84	-1.6	-0.8	1008	0.05	1327	2.1	1.3	9.2	i	3
CCOc1ccccc1C1C(C#N)=C(SCC(=O)OC)NC(=O)C1C(=O)OC (stereo not drawn)	-1	0	i	0.1%	-5%	-0.88	-0.21	-0.43	0.74	-4.7	1005	0.68	1379	2.0	1.6	5.0	i	-2
Cc1ccc(Nc2c(-c3ccc(C)o3)nc3ncccn23)cc1	nt	nt	i	-0.9%	-29%	1.2	-0.22	0.85	-1.3	0.2	1352	0.3	1016	nt	nt	nt	nt	nt
Cc1cc(NC(=O)c2cnn3c(C(F)F)cc(C4CC4)nc23)no1	-8	-3	i	-0.2%	8%	-0.87	-0.27	-0.4	0.34	nt	nt	-0.35	1300	3.1	2.0	1.1	i	-8
CCCCOc1ccc(C2(C)CC(=O)NC2=O)cc1 (stereo not drawn)	2	2	i	-1.6%	5%	1.4	-0.15	1	0.057	-7.3	950	0.73	1203	2.5	2.7	1.7	i	4
O=C(C1CCN(S(=O)(=O)c2cccc3cccnc23)CC1)N1CCn2c1nc1ccccc12	12	2	nt	-3.1%	2%	0.48	-0.13	0.39	-0.5	nt	nt	-0.23	869	2.9	2.3	4.0	i	9
OCCN(CCO)CC(O)COc1ccc2c(c1)OCO2 (stereo not drawn)	4	3	i	5.0%	14%	-0.36	-0.24	-0.88	0.91	-2.1	1400	0.72	1116	2.9	1.7	3.6	i	-1
Cc1ccc(-c2nnc(N3CCC(C)CC3)c3ccccc23)cc1C	82*	74*	i	1.5%	-2%	-0.081	-0.39	-0.03	1	-5.9	1077	-0.26	1391	1.5	2.0	7.6	i	0
COC(=O)c1ccccc1NC(=S)NC(=O)C1CC1	3	17	i	0.0%	-15%	-0.76	0.75	-0.025	-0.13	nt	nt	nt	nt	1.8	1.1	2.0	i	-7

Entries of single compounds as entered above. Order of values: WT yeast gro inh	WT yeast gro inh mutant strain	Yfh1-off respiration	HIV peptide binding	AID2073	Dynein cargo inh	Dynein cargo inh cytoplasmic EGFP	Dynein cargo inh nuclear GR-EGFP	Dynein cargo inh cell count	bCat nuc transl	bCat nuc transl cell count 5 µM	Insulin prom up	Insulin prom up cell count	MT stabilize HCS	MT stabilize HCS Hoechst-high %	MT stabilize HCS cytotoxicity %	Autophagy HCS	Autophagy HCS cell loss 18 h
O=C(O)c1ccccc1C(=O)N1CCN(C(=O)c2ccccc2Cl)CC1 across the screens: -11	-4	i	-1.4%	-10%	-0.15	-0.25	-0.26	0.14	0.2	1132	1.7	1095	1.7	1.9	9.3	i	37
CCc1c(O)c(/C(C)=N\O)c(=O)n(-c2ccccc2)c1-c1ccccc1 across the screens: -20	3	i	1.9%	-5%	0.66	-0.16	0.84	-1.6	-0.8	1008	0.05	1327	2.1	1.3	9.2	i	3
